Rv3671c protease: inhibitors of M. tuberculosis serine protease Rv3671c. P9WHR9. inhibition, % at 5.96 µM. hit rate 0.048% among 320,000. AID 2606; in the data active = inhibition above about 38%;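 also: extracellular domain of Rv3671c used as enzyme; 0% = enzyme with DMSO and 100% = no enzyme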
Target sequence (P9WHR9 whole entry, looked up, the tested form may be a part): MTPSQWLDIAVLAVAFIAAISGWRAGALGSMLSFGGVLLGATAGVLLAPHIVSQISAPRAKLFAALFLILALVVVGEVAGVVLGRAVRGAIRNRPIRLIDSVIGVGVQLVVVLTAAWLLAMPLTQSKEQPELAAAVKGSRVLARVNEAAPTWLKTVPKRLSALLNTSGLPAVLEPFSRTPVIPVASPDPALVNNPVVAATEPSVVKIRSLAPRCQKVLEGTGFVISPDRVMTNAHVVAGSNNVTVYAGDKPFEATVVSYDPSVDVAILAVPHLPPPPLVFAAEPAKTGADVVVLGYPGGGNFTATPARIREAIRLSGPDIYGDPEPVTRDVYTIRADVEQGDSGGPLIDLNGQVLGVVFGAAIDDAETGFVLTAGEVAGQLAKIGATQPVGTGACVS
3CLpro inhibitor: SARS-CoV 3CLpro protease inhibition; P0C6X7; recombinant SARS-CoV 3CLpro, quenched FRET peptide cleavage; inhibition, % at 6 µM; hit rate 0.14% among 290,000; AID 1706; in the data active = inhibition above about 12%
* marks the source's active call; other numbers are inactive results; . = no result given.

1. CCn1cc(C(=O)Nc2nnc(C)s2)c(=O)c2cc(F)c(N3CCN(C(=O)c4ccco4)CC3)cc21
2. CCn1cc(C(=O)N=c2sc3ccccc3n2C)c(=O)c2ccc(C)nc21
3. O=C(C1CCC(C(=O)N2CCCC2)CC1)N1CCCC1 (configuration not stated)
4. Cc1nnc2sc(-c3cccc(NC(=O)c4ccc(-c5cccc(Cl)c5)o4)c3)nn12
5. CC(C)(C)n1ncc(Oc2ccc(Oc3cnn(C(C)(C)C)c(=O)c3Cl)cc2)c(Cl)c1=O
6. O=c1[nH]c(CN2CCN(Cc3ccccc3)CC2)nc2sc3c(c12)CCC3
7. Cn1c(=O)c2c(nc(SCC(=O)N3CCCc4ccccc43)n2C)n(C)c1=O
8. CN(C)c1ccc(C(c2nnnn2C2CCCCC2)N2CCN(C(=O)c3ccco3)CC2)cc1 (configuration not stated)
assay / entry	1	2	3	4	5	6	7	8
Rv3671c protease	.	.	.	.	.	.	.	.
3CLpro inhibitor	-3	-3	-4	7	4	-1	1	-9

9. COC(=O)C(C)Sc1nc(-c2ccc(OC)cc2)nc2c1c(=O)n(C)c(=O)n2C (configuration not stated)
10. O=C(CN1CCN(c2ncccn2)CC1)N1CCN(C(c2ccccc2)c2ccccc2)CC1
11. CCOc1ccc(-c2nnc3sc(-c4c(OC)cccc4OC)nn23)cc1
12. Cn1c(=O)c2c(SC3CCCC3)nc(CC(C)(C)C)nc2n(C)c1=O
13. CCOC(=O)c1sc(NC(=O)CSc2nc3c(cc2C#N)CCC3)c(C#N)c1C
14. CCOC(=O)C1(c2ccccc2)NC(c2ccc(N(C)C)cc2)C2C(=O)N(C)C(=O)C21 (configuration not stated)
15. CN(C)CCCN1C(=O)C(=O)/C(=C(/O)c2ccc3c(c2)OCO3)C1c1cccnc1 (configuration not stated)
16. Cn1c(=O)c(C(=O)Nc2cccnc2)c(O)c2ccccc21
assay / entry	9	10	11	12	13	14	15	16
Rv3671c protease	.	.	.	.	.	.	.	.
3CLpro inhibitor	3	-1	0	0	1	0	2	4

17. O=S(=O)(c1ccc2oc3ccc(S(=O)(=O)N4CCCC4)cc3c2c1)N1CCCC1
18. Cc1ccc(-c2nnc3sc(-c4ccc5c(c4)OCCO5)nn23)cc1
19. CCOc1ccc(C2CC(c3ccc(Br)cc3)Nc3nc(N)nn32)cc1 (configuration not stated)
20. CCN1CCN(c2ncnc3c2oc2nc(C)c4c(c23)CC(C)(C)OC4)CC1
21. CCN1C(=O)/C(=c2/s/c(=C3\SC(C)=C(C)N3CC)c(=O)n2CC)N(c2ccccc2)C1=S
22. Cc1ccc2[nH]c(=O)c(-c3noc(-c4ccncc4)n3)cc2c1
23. Cc1c(=O)n(OCc2c(F)cccc2F)c2ccccc2[n+]1[O-]
24. Oc1oc(-c2cccc3ccccc23)nc1C=NCc1ccccc1
assay / entry	17	18	19	20	21	22	23	24
Rv3671c protease	.	.	.	.	.	.	.	.
3CLpro inhibitor	8	-2	1	-2	-2	4	-4	-7

25. Cc1cc(C)n(CC(O)COc2ccc(OCC(O)Cn3nc(C)cc3C)cc2)n1 (configuration not stated)
26. O=C(CSc1nnc(-c2cccs2)n1-c1ccccc1)N1CCc2ccccc21
27. c1cc(-c2noc(-c3ccc4c(c3)OCO4)n2)ccn1
28. Cc1ccc(-c2c3c(=O)n(C)c(=O)n(C)c3c3nnc4ccccc4n23)cc1
29. CCc1nnc(NC(=O)CN2CCN(c3ccc(Cl)cc3)CC2)s1
30. CCOC(=O)c1sc(NC(=O)c2c(C)noc2C)c(C(=O)OCC)c1C
31. O=C(CCC(=O)N1CCc2ccccc21)N1CCc2ccccc21
32. CCOC(=O)N1CCC(NC(=O)Cc2ccc(-n3c(=O)[nH]c4ccccc4c3=O)cc2)CC1
assay / entry	25	26	27	28	29	30	31	32
Rv3671c protease	.	.	.	.	.	.	.	.
3CLpro inhibitor	1	3	-6	-5	1	4	-2	6

33. CCCCN1C2CCCC1CC(NC(=O)N(C(C)C)C(C)C)C2 (configuration not stated)
34. Cc1cc(NC(=O)c2cnc3ccccn3c2=O)no1
35. Cc1cc(NC(=O)C23CCC(C)(c4nc5cc(Cl)c(Cl)cc5nc42)C3(C)C)no1 (configuration not stated)
36. Cc1ccc2nc(NC3=NCN(Cc4ccc5c(c4)OCO5)CN3)nc(C)c2c1
37. Cc1ccc(C)c(NC(=O)CC(NCCCN2CCOCC2)C(=O)O)c1 (configuration not stated)
38. COC(=O)c1sc2nc(N3CCCCC3)c3c(c2c1N)CC(C)(C)N(C)C3
39. O=C1c2ccccc2C(=O)N1CCCCN1CCN(CCCCN2C(=O)c3ccccc3C2=O)CC1
40. CCCCc1nc2ccccc2n2cc3c(=O)n(C)c(=O)n(C)c3c12
assay / entry	33	34	35	36	37	38	39	40
Rv3671c protease	.	.	.	.	.	.	.	.
3CLpro inhibitor	3	4	-3	-11	0	1	0	1

41. Cn1c(=O)c2ncn(CC(=O)Nc3ccc4oc(-c5cccc6ccccc56)nc4c3)c2n(C)c1=O
42. COc1ccc2c(c1)c(=O)oc1c(C)c3occ(C)c3cc12
43. CCc1nn2c(=O)cc(CSc3nc4sc5c(c4c(=O)n3C)CCCC5)nc2s1
44. COC(=O)c1c(N)n(-c2cc(OC)cc(OC)c2)c2nc3ccccc3nc12
45. O=C(CSc1nc2cccnc2n1Cc1ccccc1)N1CCc2ccccc21
46. CC(=O)c1cnc(Nc2nc(C)c3cc(C)ccc3n2)nc1C
47. COc1ccc(-c2nn3c(-c4ccncc4)nnc3s2)cc1OC
48. Cc1ccc2c(c1)sc1ncc(NC(=O)c3ccccc3)c(=O)n12
assay / entry	41	42	43	44	45	46	47	48
Rv3671c protease	.	.	.	.	.	.	.	.
3CLpro inhibitor	-2	9	-9	0	-1	3	7	0

49. CN(C)c1ccnc2sc3c(=O)n(-c4ccc(Cl)cc4)cnc3c12
50. O=C(CSc1ccc2nnc(-c3ccccc3)n2n1)N1CCN(c2ccccc2)CC1
51. O=C(CSc1nnc2c3cc(F)ccc3nc(-c3ccccc3)n12)N1CCOCC1
52. Cc1coc2c(C)c3oc(=O)c4c(c3cc12)CCC4
53. O=C(Nc1ccccc1-c1nc2ccccc2o1)c1ccc2c(c1)OCCO2
54. CN(CCCN1c2ccccc2CCc2ccccc21)CC(=O)c1ccc(Cl)cc1
55. CC(C)(C)OC(=O)NCCCC1=CC2=CC(=O)C(C)(OC(=O)c3ccco3)C(=O)C2=CO1 (configuration not stated)
56. COc1ccc(-c2ccc3oc(-c4ccsc4)c(-c4ccc(Br)nc4)c3c2)cc1
assay / entry	49	50	51	52	53	54	55	56
Rv3671c protease	.	.	.	.	.	-2	-1	3
3CLpro inhibitor	7	-9	-3	1	-1	.	.	.

57. Clc1ccc(CO/N=C(\Cn2ccnc2)c2ccc(Cl)cc2Cl)c(Cl)c1
58. CC(=O)OC[C@]12CC[C@H]3[C@@](C)(CC[C@H]4C(C)(C)CCC[C@]34C)[C@@H]1C[C@H](C1=CC(=O)O[C@H]1OC(C)=O)O2
59. CO[C@H]1O[C@@H]2O[C@@]3(C)CC[C@H]4[C@H](C)CC[C@@H]([C@H]1C)[C@@]24OO3
60. CN(C)CCc1c[nH]c2ccc(Cn3cncn3)cc12
61. COC(=O)c1c(-c2ccc(OC)cc2)sc2ccccc12
62. O=C(NCc1cc(C(F)(F)F)ccc1Cl)c1cccc2c1C(=O)c1ccc(-c3ccc(OC(F)(F)F)cc3)cc1S2(=O)=O
63. C#CCOCCOCCOCCNc1nc(N2CCN(C(=O)CCCCCCCCCCNC(=O)[C@H](CO)n3cc(CCCSC)nn3)CC2)nc(N2CCN(C(=O)CCCCCCCCCCNC(=O)[C@@H]([C@H](C)O)n3cc(C)nn3)CC2)n1
64. CNC[C@H](Cc1cccc2ccccc12)NC[C@H](CCSC)NCC1CCC(C(C)(C)C)CC1 (some centres not stated)
assay / entry	57	58	59	60	61	62	63	64
Rv3671c protease	5	-5	-1	-1	-18	-2	-63	0
3CLpro inhibitor	.	.	.	.	.	.	.	.

65. CC(Oc1ccccc1)C(=O)N1CCC2(CC1)Oc1ccc(Cl)cc1C(=O)C21CC(c2ccccc2)=NO1 (configuration not stated)
66. Cc1cc(-c2cc(C(=O)Nc3ccccc3)on2)nc(NC2CCCC2)n1
67. CC(C)=CCc1c(O)c(CC=C(C)C)c2c(c1O)-c1cc(O)c(O)cc1CC2
68. CC(=O)c1ccc(-c2csc(N3CCC(C(N)=O)CC3)n2)cc1
69. COC/C=C/C1=CC2=CC(=O)C(C)(OC(=O)c3cnc4ccccc4n3)C(=O)C2=CN1CCc1c[nH]c2ccccc12 (configuration not stated)
70. CC1=C(/C=C/C(C)=C/C=C/C(C)=C/C=C/C=C(C)/C=C/C=C(C)/C=C/C2=C(C)CCCC2(C)C)C(C)(C)CCC1
71. COc1ccc2[nH]c(=O)c(-c3nnn(-c4ccc(Cl)c(Cl)c4)n3)cc2c1
72. O=C1[C@@H]2C3C=CC(O3)[C@@H]2C(=O)N1c1ccccc1
assay / entry	65	66	67	68	69	70	71	72
Rv3671c protease	-2	-8	2	11	-3	-6	-1	7
3CLpro inhibitor	.	.	.	.	.	.	.	.

73. O=C1c2cccc3c2[C@H](CCC3)CN1[C@@H]1CN2CCC1CC2
74. Cc1ccccc1[C@]1(C)ON(c2ccccc2C(F)(F)F)C1=O
75. NC1CCN(c2cccc(Cl)n2)CC1
76. CC[C@H](C)[C@@H]1O[C@@]2(C=CC1C)CC1C[C@@H](CC=C(C)C(O[C@H]3CC(OC)C(O[C@H]4CC(OC)C(O)C(C)O4)C(C)O3)C(C)C=CC=C3CO[C@@H]4C(O)C(C)=C[C@@H](C(=O)O1)[C@]34O)O2 (some centres not stated)
77. CC(C)(C)OC(=O)NCCCC1=CC2=CC(=O)C(C)(O)C(=O)C2=CO1 (configuration not stated)
78. O=C(OC[C@H]1O[C@@H](OC(=O)c2cc(O)c(O)c(OC(=O)c3cc(O)c(O)c(O)c3)c2)[C@H](OC(=O)c2cc(O)c(O)c(OC(=O)c3cc(O)c(O)c(O)c3)c2)[C@@H](OC(=O)c2cc(O)c(O)c(OC(=O)c3cc(O)c(O)c(O)c3)c2)[C@@H]1OC(=O)c1cc(O)c(O)c(OC(=O)c2cc(O)c(O)c(O)c2)c1)c1cc(O)c(O)c(OC(=O)c2cc(O)c(O)c(O)c2)c1
79. CC1(OC(=O)c2ccco2)C(=O)C=C2C=C(c3ccsc3)OC=C2C1=O (configuration not stated)
80. C#CCOCCOCCOCCNc1nc(N2CCN(C(=O)CCCCCCCCCCNC(=O)[C@H](CO)n3cc(CCCCCN)nn3)CC2)nc(N2CCN(C(=O)CCCCCCCCCCNC(=O)[C@H](CCCN=C(N)N)n3cc(C[C@@H](C)CC)nn3)CC2)n1
81. CCC/C=C(\CCC)C(NC(=O)CCc1ccccc1)c1ccc(C(F)(F)F)cc1 (configuration not stated)
82. CC1(OC(=O)CCc2ccccc2)C(=O)C=C2C=C(C3CC3)OC=C2C1=O (configuration not stated)
assay / entry	73	74	75	76	77	78	79	80	81	82
Rv3671c protease	5	7	8	-13	-3	-112	-3	-35	-11	-1
3CLpro inhibitor	.	.	.	.	.	.	.	.	.	.

Rewritten with values under each structure: 13 of the compounds above.
Each structure is followed by: Rv3671c protease | 3CLpro inhibitor
#67 CC(C)=CCc1c(O)c(CC=C(C)C)c2c(c1O)-c1cc(O)c(O)cc1CC2
→ 2 | .
#68 CC(=O)c1ccc(-c2csc(N3CCC(C(N)=O)CC3)n2)cc1
→ 11 | .
#69 COC/C=C/C1=CC2=CC(=O)C(C)(OC(=O)c3cnc4ccccc4n3)C(=O)C2=CN1CCc1c[nH]c2ccccc12 (configuration not stated)
→ -3 | .
#70 CC1=C(/C=C/C(C)=C/C=C/C(C)=C/C=C/C=C(C)/C=C/C=C(C)/C=C/C2=C(C)CCCC2(C)C)C(C)(C)CCC1
→ -6 | .
#71 COc1ccc2[nH]c(=O)c(-c3nnn(-c4ccc(Cl)c(Cl)c4)n3)cc2c1
→ -1 | .
#72 O=C1[C@@H]2C3C=CC(O3)[C@@H]2C(=O)N1c1ccccc1
→ 7 | .
#73 O=C1c2cccc3c2[C@H](CCC3)CN1[C@@H]1CN2CCC1CC2
→ 5 | .
#74 Cc1ccccc1[C@]1(C)ON(c2ccccc2C(F)(F)F)C1=O
→ 7 | .
#75 NC1CCN(c2cccc(Cl)n2)CC1
→ 8 | .
#76 CC[C@H](C)[C@@H]1O[C@@]2(C=CC1C)CC1C[C@@H](CC=C(C)C(O[C@H]3CC(OC)C(O[C@H]4CC(OC)C(O)C(C)O4)C(C)O3)C(C)C=CC=C3CO[C@@H]4C(O)C(C)=C[C@@H](C(=O)O1)[C@]34O)O2 (some centres not stated)
→ -13 | .
#77 CC(C)(C)OC(=O)NCCCC1=CC2=CC(=O)C(C)(O)C(=O)C2=CO1 (configuration not stated)
→ -3 | .
#78 O=C(OC[C@H]1O[C@@H](OC(=O)c2cc(O)c(O)c(OC(=O)c3cc(O)c(O)c(O)c3)c2)[C@H](OC(=O)c2cc(O)c(O)c(OC(=O)c3cc(O)c(O)c(O)c3)c2)[C@@H](OC(=O)c2cc(O)c(O)c(OC(=O)c3cc(O)c(O)c(O)c3)c2)[C@@H]1OC(=O)c1cc(O)c(O)c(OC(=O)c2cc(O)c(O)c(O)c2)c1)c1cc(O)c(O)c(OC(=O)c2cc(O)c(O)c(O)c2)c1
→ -112 | .
#79 CC1(OC(=O)c2ccco2)C(=O)C=C2C=C(c3ccsc3)OC=C2C1=O (configuration not stated)
→ -3 | .

Screening results (PubChem)

An excerpt. The share of hits here may be higher or lower than overall.
